tim23-1 inh: tim23-1 yeast growth inhibition. AID 463212. 1.3% of 330,000 active. inhibition, % at 20 µM. S. cerevisiae tim23-1 growth, BacTiter-Glo luminescence, 24 h;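 active = growth inhibition of the mutant yeast at or above 50%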;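 also: temperature-sensitive mutant grown at 25 °C; plate controls were DMSO-treated mutant yeast for no effect and medium wells lacking yeast for full effect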
CXCR6 block: CXCR6 (human) receptor inhibition | inhibition, % at 20 µM | 0.36% of 360,000 active | CHO-K1 PathHunter CXCR6 beta-arrestin, luminescence | O00574; in the data active = inhibition above about 34%, passing the limit was not always enough;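 also: antagonist mode with CXCL16 agonist at 10 nM final; 0% = 10 nM CXCL16 with DMSO and 100% = unstimulated wells without agonist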
CCR6 antag: antagonists of human CCR6 receptor. P51684. CHO-K1 CCR6 PathHunter beta-arrestin, luminescence, CCL20-stimulated. inhibition, % at 20 µM. 0.49% of 340,000 active;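 active = compounds whose inhibition of the agonist-driven luminescence signal at 20 µM reaches about 50%, limit read from the data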;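 also: cells stimulated with CCL20 at 14 nM final; plate controls were DMSO with CCL20 for no effect and DMSO without agonist for full effect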
APJ agonist: APJ receptor agonism | AID 2520 | P35414 | activation, % at 20 µM | CHO-K1 APJ PathHunter beta-arrestin, luminescence; 0% DMSO wells, 100% apelin | 0.11% of 330,000 active;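 active = activation more than six SD over the plate average, tested at 20 µM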;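 also: 0% = DMSO alone and 100% = apelin-13 at 10 nM; some results filed as inactive read as strong as hits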
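Assay system – PathHunter CHO-K1 APJ (AGTRL-1) beta-arrestin reporter cells · Compound – one dose, 20 µM compound, 1% DMSO · Timing – compound 90 min 25 °C, reagent 1 h · Measured by – luminescence from split beta-galactosidase complementation, Galacton Star/Emerald II substrate · Measure – beta-arrestin recruitment to APJ as agonist activity, luminescent signal · Benchmarks – DMSO vs Apelin-13 10 nM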
APJ antagonist: blocks the human apelin receptor APJ; P35414; CHO-K1 APJ beta-arrestin complementation, luminescence; inhibition, % at 20 µM; 0.32% of 330,000 active; AID 2521;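 active = inhibition above about 40% at 20 µM, limit read from the data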;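 also: cells challenged with 10 nM apelin-13 agonist together with compound; plate controls were apelin-13 plus DMSO wells for no effect and DMSO wells lacking apelin-13 for full effect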
UPR XBP1 act: adaptive UPR (XBP1) activation | CHO-XBP1 luciferase reporter, IRE1-XBP1 UPR activation, luminescence; percent of tunicamycin response, DMSO as zero | activation, % at 20 µM | 0.33% of 330,000 active;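 active = versus positive control, 20 µM dose yields 30% or more activation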;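 also: 100% = tunicamycin at 10 µg/mL and 0% = DMSO only wells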
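Material: CHO-XBP1 cells stably carrying IRE1-XBP1-driven luciferase reporter | Medium: F12 with 10% serum | Compound dosing: 20 µM single concentration, DMSO 1% | Incubation: Overnight seeding at 37 °C, 6 h compound treatment at 37 °C | Detection: Steady-Glo luminescence read | Read-out basis: % activation of reporter signal versus tunicamycin and DMSO controls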
CHOP UPR activ: activators of apoptotic arm of unfolded protein response (CHOP) | activation, % at 10 µM | CHO-CHOP luciferase reporter, UPR activation, luminescence; percent of tunicamycin response over DMSO baseline | AID 449763 | 0.34% of 330,000 active;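 active = at 10 µM dose, activation of 40% or more, normalized to positive control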;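 also: 100% = tunicamycin at 10 µg/mL and 0% = DMSO alone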
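measured by = luciferase luminescence | assay system = CHO-CHOP cells, stable luciferase reporter of PERK-eIF2a-CHOP signalling | amount = 500 reporter cells seeded per well | timing = 6 h compound exposure at 37 °C after overnight seeding | controls = positive tunicamycin 10 µg/mL, negative DMSO alone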
Mdm2-MdmX inh: inhibitors of human Mdm2/MdmX interaction; O15151+Q00987; 3% of 330,000 active; SaOS-2 split-luciferase Mdm2/MdmX complementation, luminescence; inhibition, % at 8 µM;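 active = inhibition of at least 50% at 8 µM in the primary screen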
Target sequence (O15151 whole entry, looked up): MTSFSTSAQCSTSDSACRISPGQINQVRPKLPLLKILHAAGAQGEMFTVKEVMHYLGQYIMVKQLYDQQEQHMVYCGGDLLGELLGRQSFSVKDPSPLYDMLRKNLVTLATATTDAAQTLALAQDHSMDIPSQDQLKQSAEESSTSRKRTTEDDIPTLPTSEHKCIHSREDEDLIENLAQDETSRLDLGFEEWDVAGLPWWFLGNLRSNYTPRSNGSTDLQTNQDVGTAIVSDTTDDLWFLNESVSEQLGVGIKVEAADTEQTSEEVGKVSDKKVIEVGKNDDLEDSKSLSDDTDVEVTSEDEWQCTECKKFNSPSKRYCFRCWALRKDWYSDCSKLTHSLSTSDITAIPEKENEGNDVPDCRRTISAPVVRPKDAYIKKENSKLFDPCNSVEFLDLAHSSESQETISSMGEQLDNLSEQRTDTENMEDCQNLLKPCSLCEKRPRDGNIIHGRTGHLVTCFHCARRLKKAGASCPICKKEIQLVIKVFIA
Target sequence (Q00987 whole entry, looked up): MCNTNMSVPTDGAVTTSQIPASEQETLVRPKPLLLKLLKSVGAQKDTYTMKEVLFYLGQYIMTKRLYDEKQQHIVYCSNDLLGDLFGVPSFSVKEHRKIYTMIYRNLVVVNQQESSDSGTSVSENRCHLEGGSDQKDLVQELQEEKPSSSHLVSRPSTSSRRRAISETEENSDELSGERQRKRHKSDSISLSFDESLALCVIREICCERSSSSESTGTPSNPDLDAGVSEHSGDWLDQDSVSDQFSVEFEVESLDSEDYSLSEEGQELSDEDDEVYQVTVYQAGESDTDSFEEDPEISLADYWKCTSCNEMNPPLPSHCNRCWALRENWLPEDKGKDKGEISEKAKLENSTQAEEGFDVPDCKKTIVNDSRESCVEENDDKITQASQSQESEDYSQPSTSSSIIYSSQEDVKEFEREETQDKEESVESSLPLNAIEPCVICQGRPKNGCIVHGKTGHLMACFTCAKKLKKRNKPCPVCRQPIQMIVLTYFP
EBI2 antag: antagonists of human EBI2 receptor; EBI2 beta-arrestin recruitment, luminescence, 7a,25-OHC stimulated; inhibition, % at 5 µM; P32249; 0.81% of 360,000 active; in the data active = inhibition above about 38%;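 also: enzyme fragment complementation signal reports receptor beta-arrestin coupling in cells; 0% = agonist plus DMSO wells and 100% = wells without agonist; some results beyond the cut were filed as inactive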
* = called active by the depositor; . = not tested or not shown.

SMILES	tim23-1 inh	CXCR6 block	CCR6 antag	APJ agonist	APJ antagonist	UPR XBP1 act	CHOP UPR activ	Mdm2-MdmX inh	EBI2 antag
c1ccc(Nc2nnc(SCc3cccc4ccccc34)s2)cc1	16	-4	9	-1	-16	-3	0.5	-21	-1
Cc1c(C(=O)N2CCN(c3ccccc3)CC2)oc2c(F)cccc12	23	5	1	-3	5	0	0.5	-36	14
COc1ccc(S(=O)(=O)N(CC(=O)NCc2ccco2)c2ccccc2OC)cc1	6	-4	14	2	-14	2	0.4	-9	2
Cc1cc(C)nc(SCc2cn3c(C)cccc3n2)n1	11	-13	6	-1	14	2	0.2	13	5
COc1ccc(Oc2cn[nH]c2-c2ccc(OCC(=O)NN)cc2O)cc1	13	-4	5	-1	-7	-1	-2.4	15	-9
Cc1nn(Cc2ccccc2)c(Cl)c1/C=C/C(=O)OC(C)C(=O)N1CCCC1 (stereo unspecified)	8	0	-5	-4	12	6	-0.2	11	1
Cc1cc(SCC(=O)N(C)CC(=O)Nc2ccc(F)cc2)nc2ccccc12	16	-5	9	-2	-20	0	1.7	4	3
O=c1oc2ccccc2c2c1cnc1ccccc12	46	-2	13	.	.	-1	1.0	-2	-8
Cc1cc(C)nc(N/N=C/c2cn[nH]c2-c2ccccc2)n1	7	-3	7	-2	10	0	0.0	1	0
Cc1cc(SCNC(=O)c2ccccc2)nc(C(C)C)n1	1	-4	-6	-2	16	-4	-0.9	-28	-7
CCOC(=O)/C=C/c1ccc2c(c1)S(=O)(=O)N(c1cccc(OC)c1)[C@H]2CC(=O)OCC	12	4	13	-2	1	-2	0.0	-24	13
O=C(CNC(=O)c1ccncc1)Nc1ccc(F)c(F)c1	-4	-5	15	12	22	-5	2.6	7	2
O=C(COC(=O)c1cc(Br)ccc1Cl)NC(=O)NCc1ccccc1	-4	1	-2	-4	16	0	-1.6	13	-1
Cc1ccc(NC(=O)CCNS(=O)(=O)c2ccccc2)c(C(=O)c2ccccc2)c1	10	-3	16	-3	4	-3	-0.5	8	6
O=C(N/N=C/c1cccs1)c1cccc(NC(=O)c2ccccc2Cl)c1	2	0	3	-4	1	0	1.5	9	6
Cc1cc(C)n2ncc(-c3cccc(Br)c3)c2n1	22	0	6	-1	5	3	1.8	24	5
O=C(NNC(=O)C1CCN(S(=O)(=O)c2c(Cl)cccc2Cl)CC1)c1ccccc1O	-13	2	14	1	5	-3	-1.9	56*	-4
COc1cccc(COC(=O)Nc2ccccc2F)c1	16	-6	15	-2	17	-3	1.9	-66	7
O=S(=O)(NC1CC(NS(=O)(=O)OCC(Cl)(Cl)Cl)C2CCCCC12)OCC(Cl)(Cl)Cl (stereo unspecified)	-17	-21	3	4	-20	1	0.0	77*	-7
O=C(NCC1CCN(Cc2cccc(Cl)c2)CC1)C1CCCN(c2ncnc3c2nc2n3CCCCC2)C1 (stereo unspecified)	-10	-2	23	-4	-5	-4	0.2	33	18
COc1ccccc1C(=O)NC(=O)Nc1cccc(Cl)c1	22	-2	10	-2	-19	0	2.8	-228	18
Cc1ccccc1N=C1N=C(N)c2ccccc21	8	-4	6	0	6	1	3.2	23	-6
Cc1cc(C)n(CC(=O)NNC(=O)c2cncc(Br)c2)n1	-6	-2	2	-4	0	-3	-1.0	18	-4
CCOC(=O)N1CCN(C2CCCN(C(=O)c3ccccc3N(C)C)C2)CC1 (stereo unspecified)	6	0	-4	-4	-3	-3	-3.3	-3	-3
CCc1nn(C(CC)C(=O)NCCc2ccc(OC)cc2OC)c(=O)c2cc3occc3n12 (stereo unspecified)	18	5	23	-6	12	-5	-0.1	19	0
COc1nsnc1N1CCOCC1	4	-5	1	-1	-14	-3	0.1	-32	-8
CCOc1ccc(CCNC(=O)CSc2cc(=O)n(C)c3ccc(Cl)cc23)cc1OCC	11	12	2	0	12	0	4.2	4	-8
CCCN(C(=O)Cc1coc2cc(C)c(C)cc12)c1c(N)n(Cc2ccccc2)c(=O)[nH]c1=O	-5	1	5	2	10	-2	0.7	22	-8
O=C(CNc1ccccc1-c1ccccc1)NCc1ccccc1	19	-3	12	-2	-10	1	1.1	-1	-3
COC(=O)/C(C#N)=C/c1c(N2CCN(Cc3ccc4c(c3)OCO4)CC2)nc2c(C)cccn2c1=O	25	-3	3	-1	10	1	2.6	-2	-5
O=C(NCC1CCCO1)c1cnn2c(C(F)F)cc(C3CC3)nc12 (stereo unspecified)	2	-3	6	-2	6	-4	-0.4	3	5
COc1ccc(OCCCC(=O)OC(C)C(=O)Nc2ccc(C)cc2)cc1 (stereo unspecified)	3	2	12	-5	-29	-3	-0.4	11	2
O=C(Cc1ccccc1)N1N=C(c2ccncc2)CC1(O)C(F)(F)F (stereo unspecified)	10	-4	6	-3	-11	-2	1.5	13	-3
COc1cc2c(cc1OC)C1=C(C#N)CN(CC(=O)O)CN1CC2	14	-2	8	7	-14	4	-0.9	31	-4
COc1cc(/C=N/NC(=O)c2cccnc2)ccc1OC(=O)c1ccc2c(c1)OCO2	-21	2	-7	-5	-6	0	0.5	5	1
Cc1ccc(NC(=O)CCC(=O)N/N=C/c2coc3ccccc3c2=O)cc1	0	-7	1	-3	7	-2	-0.4	18	2
CN(C)c1nc(N)nc(Cn2ccnc2)n1	2	-2	2	0	-7	1	0.1	35	-4
CCC1CCCCN1CCCNC(=O)Cn1cc2c(n1)-c1c(oc(C(=O)N3CCCC3)c1C)CC2 (stereo unspecified)	-6	-11	15	-2	8	-7	0.3	11	-12
CCC(CC)c1nnc(NC(=O)C2=NNC(=O)CC2)s1	13	-2	3	-2	-3	-3	-2.1	-9	1
Cc1cc(C)cc(N(C(=O)Cc2cccs2)C(C(=O)NC2CCCCC2)c2ccccn2)c1 (stereo unspecified)	31	3	-5	-3	8	4	-1.5	-8	3
CC(C)Cn1c(N)c(C(=O)NCCN2CCOCC2)c2nc3ccccc3nc21	16	6	18	-1	23	-3	-2.0	6	11
COc1ccc(C(=O)NCCOc2cccc(Oc3ccccc3)c2)cc1OC	19	8	-7	-4	5	1	-0.2	10	13
Cc1cc(C(=O)C(C)OC(=O)c2ccc(NC(=O)CC#N)cc2)c(C)n1-c1ccc(OC(F)F)cc1 (stereo unspecified)	34	1	4	12	6	-2	-1.0	27	2
COc1ccc(NC(=O)C2=CC(c3ccc(C)cc3)=NS(=O)(=O)N2C)cc1	-6	5	12	-1	0	-1	-0.3	25	-1
CCOc1ccccc1NC(=O)CCc1nnc2ccc(N3CCC4(CC3)OCCO4)nn12	-6	2	6	0	-10	-5	0.8	-18	-1
Cc1c(C#N)c(=O)oc2ccc3ccccc3c12	-4	-6	8	-2	7	0	1.2	4	6
COc1ccc(OC)c(-n2c(=S)[nH]c3c(sc(=S)n3-c3ccccc3)c2=O)c1	-3	-3	27	0	4	5	0.4	12	15
CCOC(=O)N1CCC2(O)CCCCC2C1c1ccc(F)cc1 (stereo unspecified)	14	9	9	-3	-4	-3	0.8	19	6
O=C(CC1SC2=NCCN2C1=O)Nc1ccc(Cl)cc1 (stereo unspecified)	-1	8	11	-3	-10	3	0.3	-4	-6
COc1ccc(C(=O)Nc2c(N)nc(SCC(=O)N3CCC(C)CC3)[nH]c2=O)cc1OC	-8	-3	-2	-1	7	-3	2.3	4	3
Continuation.
SMILES	tim23-1 inh	CXCR6 block	CCR6 antag	APJ agonist	APJ antagonist	UPR XBP1 act	CHOP UPR activ	Mdm2-MdmX inh	EBI2 antag
CN(C[C@H](Cc1ccccc1)N(CCN(CCc1ccccc1)N=O)N=O)N=O	23	2	9	-3	15	-1	-0.1	15	-8
CCCN1CNC(=S)N(c2cccc(C)c2C)C1	-8	11	1	-4	0	2	1.3	-14	-3
C#CCOC(=O)c1ccccc1C(=O)n1nnc2ccccc21	49	9	11	-3	-6	-4	4.6	8	0
CC(=O)Nc1ccc(Nc2c([N+](=O)[O-])c(=O)n(-c3ccccc3)c3ccccc23)cc1	-26	-2	-2	-2	12	3	1.2	61*	0
O=C(NCc1n[nH]c(=S)n1-c1ccc(F)cc1)c1ccco1	-8	3	-4	-1	-13	-3	0.1	-2	-11
Cc1ccc(C(=O)CC2(O)C(=O)N(CCc3ccccc3)c3ccc(Br)cc32)o1 (stereo unspecified)	38	-4	21	-1	-3	-2	1.6	30	10
CC(C)Oc1ccc(C(=O)NCC(=O)N2CCN(S(=O)(=O)/C=C/c3ccccc3)CC2)cc1	20	3	4	-4	-1	-3	0.8	18	24
CCCOC(=O)c1cc2ccccc2oc1=O	2	-4	10	-2	23	1	1.1	10	-5
COc1cc(CO)ccc1OCC(=O)N1CCc2ccccc21	16	-1	6	-2	-17	-3	0.2	8	14
COC(=O)CCCC1=CC2=CC(=O)C(C)(OC(=O)c3cccs3)C(=O)C2=CN1CCCCO (stereo unspecified)	-2	-28	-7	12	-18	2	-0.2	26	-28

Complete entries from above. Order of screens: tim23-1 inh, CXCR6 block, CCR6 antag, APJ agonist, APJ antagonist, UPR XBP1 act, CHOP UPR activ, Mdm2-MdmX inh, EBI2 antag
COc1cc(CO)ccc1OCC(=O)N1CCc2ccccc21 is listed with 16, -1, 6, -2, -17, -3, 0.2, 8, 14
CCCN1CNC(=S)N(c2cccc(C)c2C)C1 is listed with -8, 11, 1, -4, 0, 2, 1.3, -14, -3
COC(=O)CCCC1=CC2=CC(=O)C(C)(OC(=O)c3cccs3)C(=O)C2=CN1CCCCO (stereo unspecified) is listed with -2, -28, -7, 12, -18, 2, -0.2, 26, -28

(cont.)
SMILES	tim23-1 inh	CXCR6 block	CCR6 antag	APJ agonist	APJ antagonist	UPR XBP1 act	CHOP UPR activ	Mdm2-MdmX inh	EBI2 antag
Cc1ccc(NS(=O)(=O)c2ccc(OCC(=O)NCc3ccccn3)cc2)cc1	4	-4	-4	-5	-13	-3	0.9	-11	-14
NC(N)=Nc1nc2ccc([N+](=O)[O-])cc2[nH]1	2	8	-11	-2	-3	1	1.0	-25	3
CCCCN(C(=O)Cc1cccs1)c1nnc(-c2cccnc2)s1	10	-3	15	0	-1	-1	6.0	-61	-3
COc1ccc(C(C)=O)cc1CSc1nnc(-c2ccccc2O)n1-c1ccccc1	41	8	21	-3	-10	1	0.8	8	7
NC(=O)NC(=O)COC(=O)c1ccc2c(c1)C(=O)N(Cc1ccccc1)C2=O	-12	4	0	-3	-6	-1	0.9	3	-1
CN(C)c1ccc(C=NCCc2ccc(S(N)(=O)=O)cc2)cc1	7	2	-10	-1	7	2	-2.3	6	1
CC(=O)c1cn(CC(=O)NCc2ccc3c(c2)OCO3)c2ccccc12	-4	-8	11	1	-1	-1	-2.5	22	-8
COc1ccc(CCN(C)Cc2ccc(OC)c(OCc3ccccc3)c2)cc1OC	-12	-4	5	0	7	-1	-2.1	-12	-1
COc1ccc(NC(=O)CN2CCN(c3ccc(Cl)cc3)CC2)c(OC)c1	40	0	-5	0	17	-3	1.4	29	-3
CCn1c(COC(=O)CNC(=O)c2cc(OC)c(OC)c(OC)c2)nc2cc(S(=O)(=O)N(C)C)ccc21	0	3	11	-3	-67	-3	-1.5	-18	-9

Source: PubChem BioAssay

These rows are one share of the data. The share of hits here may be higher or lower than overall.
